Mtb BioA inh – blocks M. tuberculosis BioA enzyme activity | purified M. tuberculosis BioA enzyme, plate reader | inhibition, % at 9.99 µM | 360,000 tested, 0.096% active; in the data active = inhibition above about 40%
The depositor's hits bear a star. The list is partial. The share of hits here may be higher or lower than overall.

SMILES	Mtb BioA inh
CC(=O)N1[C@H](CO)[C@@H](c2ccccc2)[C@H]1CN(C(=O)c1ccccc1)C(C)C	-3.7
C[C@H](CO)N1C[C@H](C)[C@@H](CN(C)S(C)(=O)=O)Oc2ccc(NC(=O)Cc3ccccc3)cc2CC1=O	-2.2
CC=Cc1ccc2n(c1=O)C[C@H]1[C@H](CO)[C@@H](C(=O)NCC)[C@@H]2N1CCC(F)(F)F (mixture of isomers)	-0.9
Cc1noc(C)c1NC(=O)N(C)C[C@@H]1Oc2ccc(NC(=O)Nc3ccc4c(c3)OCO4)cc2CC(=O)N([C@H](C)CO)C[C@@H]1C	0.1
C[C@H]1CN([C@@H](C)CO)C(=O)c2cccc(NS(=O)(=O)c3ccc(F)cc3)c2O[C@@H]1CN(C)S(=O)(=O)c1cccs1	1.0
C[C@H](NC(=O)C[C@H]1CC[C@H](NC(=O)Nc2ccc3c(c2)OCO3)[C@H](CO)O1)c1ccccc1	1.9
C[C@@H]1CN([C@H](C)CO)C(=O)c2cccc(NS(=O)(=O)c3ccccc3)c2O[C@@H]1CN(C)S(=O)(=O)c1ccc(F)cc1	1.6
Cc1noc(C)c1NC(=O)N(C)C[C@H]1Oc2c(NC(=O)c3ccncc3)cccc2C(=O)N([C@H](C)CO)C[C@H]1C	0.7
Cc1ccc(S(=O)(=O)Nc2ccc3c(c2)C(=O)N([C@H](C)CO)C[C@@H](C)[C@H](CN(C)C(=O)Cc2ccccc2)OCCCC[C@@H](C)O3)cc1	-0.1
CC(C)NC(=O)N(C)C[C@H]1Oc2ncc(C3=CCCCC3)cc2C(=O)N([C@@H](C)CO)C[C@@H]1C	-9.0
C[C@@H]1CN([C@@H](C)CO)C(=O)c2ccccc2-c2ccccc2CO[C@@H]1CN(C)C(=O)Nc1ccc(F)cc1	0.1
C[C@H](CO)N1C[C@H](C)[C@H](CN(C)C(=O)Nc2ccc(F)cc2)Oc2c(cccc2N(C)C)C1=O	-3.6
C[C@H](CO)N1C[C@H](C)[C@@H](CN(C)Cc2ccc(C(=O)Nc3ccccc3N)cc2)Oc2ccc(NS(=O)(=O)c3cccs3)cc2C1=O	0.0
C[C@H](CO)N1C[C@H](C)[C@H](CN(C)S(=O)(=O)c2ccccc2)Oc2ccc(NC(=O)c3ccncc3)cc2C1=O	0.4
CCCNC(=O)Nc1ccc2c(c1)OC[C@H](C)N(Cc1ccccn1)C[C@@H](C)[C@@H](OC)CN(C)C2=O	-1.9
C[C@H]1CN([C@@H](C)CO)C(=O)c2cc(NC(=O)Cc3ccccc3)ccc2O[C@@H]1CN(C)C(=O)Nc1ccccc1	-0.5
CN1CCN(C(=O)C[C@H]2CC[C@@H]3[C@H](COc4ccc(NC(=O)c5cccs5)cc4C(=O)N3C)O2)CC1	3.3
O=C(Cc1ccccn1)NCC[C@@H]1CC[C@H](NC(=O)CN2CCOCC2)[C@@H](CO)O1	-2.1
CCS(=O)(=O)Nc1ccc2c(c1)C(=O)N(C)[C@@H]1CC[C@@H](CC(=O)Nc3ccccc3)O[C@@H]1CO2	-3.7
C[C@@H]1CCCCO[C@@H](CN(C)C(=O)Cc2ccccc2)[C@H](C)CN([C@@H](C)CO)C(=O)c2cc(NC(=O)Cc3ccccc3)ccc2O1	-0.5
C[C@@H]1CN([C@@H](C)CO)C(=O)c2cccc(NC(=O)Nc3ccc(C(F)(F)F)cc3)c2O[C@@H]1CN(C)Cc1ccc(Oc2ccccc2)cc1	-1.6
CC=Cc1ccc2n(c1=O)C[C@@H]1[C@@H](CO)[C@H](C(=O)N[C@@H](C)c3ccccc3)N(C)[C@H]21 (mixture of isomers)	-0.3
Cc1ccc(S(=O)(=O)Nc2ccc3c(c2)C(=O)N([C@@H](C)CO)C[C@@H](C)[C@H](CN(C)S(=O)(=O)c2cn(C)cn2)O3)cc1	3.8
Cc1noc(C)c1S(=O)(=O)Nc1ccc2c(c1)C(=O)N([C@@H](C)CO)C[C@@H](C)[C@@H](CN(C)C(=O)Nc1ccc(C(F)(F)F)cc1)OCCCC[C@@H](C)O2	-2.4
COC(=O)[C@H]1[C@H](CO)[C@H]2Cn3c(ccc(C4=CCCC4)c3=O)[C@H]2N1CC1CCOCC1	-0.2

As entered above.
Cc1noc(C)c1NC(=O)N(C)C[C@@H]1Oc2ccc(NC(=O)Nc3ccc4c(c3)OCO4)cc2CC(=O)N([C@H](C)CO)C[C@@H]1C | Mtb BioA inh = 0.1
Cc1noc(C)c1S(=O)(=O)Nc1ccc2c(c1)C(=O)N([C@@H](C)CO)C[C@@H](C)[C@@H](CN(C)C(=O)Nc1ccc(C(F)(F)F)cc1)OCCCC[C@@H](C)O2 | Mtb BioA inh = -2.4
C[C@H](NC(=O)C[C@H]1CC[C@H](NC(=O)Nc2ccc3c(c2)OCO3)[C@H](CO)O1)c1ccccc1 | Mtb BioA inh = 1.9
O=C(Cc1ccccn1)NCC[C@@H]1CC[C@H](NC(=O)CN2CCOCC2)[C@@H](CO)O1 | Mtb BioA inh = -2.1
CCS(=O)(=O)Nc1ccc2c(c1)C(=O)N(C)[C@@H]1CC[C@@H](CC(=O)Nc3ccccc3)O[C@@H]1CO2 | Mtb BioA inh = -3.7

In the list so far, these contain a thiophene ring, fused or not:
SMILES	Mtb BioA inh
C[C@H]1CN([C@@H](C)CO)C(=O)c2cccc(NS(=O)(=O)c3ccc(F)cc3)c2O[C@@H]1CN(C)S(=O)(=O)c1cccs1	1.0
C[C@H](CO)N1C[C@H](C)[C@@H](CN(C)Cc2ccc(C(=O)Nc3ccccc3N)cc2)Oc2ccc(NS(=O)(=O)c3cccs3)cc2C1=O	0.0
CN1CCN(C(=O)C[C@H]2CC[C@@H]3[C@H](COc4ccc(NC(=O)c5cccs5)cc4C(=O)N3C)O2)CC1	3.3

More entries:
SMILES	Mtb BioA inh
CNC[C@@H]1Oc2cc(-c3ccc(C(=O)N(C)C)cc3)ccc2S(=O)(=O)N([C@@H](C)CO)C[C@H]1C	1.6
COCC(=O)Nc1ccc2c(c1)[C@H]1C[C@@H](CC(=O)N3CCN(C)CC3)O[C@@H](CO)[C@H]1O2	-3.1
CC(C)C(=O)Nc1ccc2c(c1)C(=O)N(C)[C@H]1CC[C@H](CC(=O)NCC3CC3)O[C@@H]1CO2	-0.8
O=C(C[C@H]1CC[C@@H](NC(=O)c2ccccn2)[C@H](CO)O1)NCc1cc(F)cc(F)c1	-2.9
O=C(C[C@@H]1CC[C@H]2[C@@H](COC[C@H](O)CN2C(=O)Nc2ccc(Cl)cc2)O1)NC1Cc2ccccc2C1	1.5
Cc1ccc(S(=O)(=O)N(C)C[C@@H]2Oc3ccc(NC(=O)NC(C)C)cc3C(=O)N([C@@H](C)CO)C[C@@H]2C)cc1	2.3
C[C@H]1CN([C@@H](C)CO)S(=O)(=O)c2ccc(-c3ccc(C(=O)N(C)C)cc3)cc2O[C@H]1CN(C)C(=O)C1CCC1	2.1
CC(=O)N1[C@H](CN(C(=O)c2ccccc2)C(C)C)[C@H](c2ccccc2)[C@@H]1CO	-4.1
CCCN1C[C@@H](C)[C@H](OC)CN(C)C(=O)c2ccc(NS(=O)(=O)c3ccccc3)cc2OC[C@@H]1C	-0.7
C[C@@H]1CCCCO[C@H](CN(C)Cc2ccc(C(=O)O)cc2)[C@H](C)CN([C@H](C)CO)C(=O)c2cc(NS(=O)(=O)c3cn(C)cn3)ccc2O1	2.4
Cn1cnc(CCNC(=O)C[C@@H]2CC[C@H]3[C@@H](COC[C@H](O)CN3C(=O)C3CC3)O2)c1	0.0
Cc1noc(C)c1S(=O)(=O)N(C)C[C@@H]1Oc2ccc(NS(=O)(=O)c3ccc(Cl)cc3)cc2CC(=O)N([C@H](C)CO)C[C@@H]1C	-3.4
Cc1noc(C)c1NC(=O)Nc1ccc2c(c1)CC(=O)N([C@@H](C)CO)C[C@@H](C)[C@H](CN(C)CC1CCCCC1)O2	0.7
Cc1ccc(S(=O)(=O)N(C)C[C@@H]2OCCCC[C@@H](C)Oc3ccc(NC(=O)Nc4ccc(C(F)(F)F)cc4)cc3C(=O)N([C@H](C)CO)C[C@@H]2C)cc1	-2.8
Cc1noc(C)c1NC(=O)N[C@@H]1C=C[C@H](CC(=O)Nc2ccccc2)O[C@@H]1CO	-1.3
CC(C)CC#Cc1ccc2c(c1)O[C@H](CN(C)C(=O)c1ccccc1)[C@H](C)CN([C@@H](C)CO)S2(=O)=O	0.2
CCC(=O)N(C)C[C@H]1Oc2ncc(-c3ccc(C(=O)N(C)C)cc3)cc2C(=O)N([C@H](C)CO)C[C@H]1C	1.3
O=C(N[C@H]1CC[C@@H](CCNS(=O)(=O)Cc2ccccc2)O[C@@H]1CO)c1ccccc1F	2.8
C[C@@H]1CCCCO[C@@H](CN(C)C(=O)Nc2ccc(C(F)(F)F)cc2)[C@H](C)CN([C@@H](C)CO)C(=O)c2cc(NC(=O)Nc3ccccc3)ccc2O1	-1.6
C[C@@H]1CCCCO[C@@H](CN(C)CC2CC2)[C@@H](C)CN([C@H](C)CO)C(=O)c2cc(NC(=O)CCC(F)(F)F)ccc2O1	-1.1
COCC(=O)Nc1ccc2c(c1)[C@@H]1C[C@H](CC(=O)N[C@@H](C)c3ccccc3)O[C@H](CO)[C@@H]1O2	-0.2
C[C@@H]1CCCCO[C@@H](CN(C)Cc2ccccc2)[C@@H](C)CN([C@@H](C)CO)C(=O)c2cc(NC(=O)NC3CCCCC3)ccc2O1	-1.4
COc1ccc(NC(=O)N2CCCCN3[C@H](CO)[C@@H](c4ccc(C5=CCCCC5)cc4)[C@H]3C2)cc1	3.6
CO[C@@H]1CN(C)C(=O)c2ccc(NC(=O)C3CC3)cc2OC[C@H](C)N(C(=O)C2CCOCC2)C[C@H]1C	1.6
CCCC(=O)Nc1ccc2c(c1)C(=O)N(C)C[C@H](OC)[C@H](C)CN(Cc1ccccc1F)[C@H](C)CO2	0.1

Overlap with the part before: 2 compounds; new compounds follow.
SMILES	Mtb BioA inh
CO[C@@H]1CN(C)C(=O)c2ccc(NC(=O)C3CC3)cc2OC[C@H](C)N(C(=O)C2CCOCC2)C[C@H]1C	1.6
CCCC(=O)Nc1ccc2c(c1)C(=O)N(C)C[C@H](OC)[C@H](C)CN(Cc1ccccc1F)[C@H](C)CO2	0.1
CCCNC(=O)Nc1ccc2c(c1)OC[C@@H](C)N(Cc1ccncc1)C[C@@H](C)[C@H](OC)CN(C)C2=O	0.4
Cc1cc(C)cc(NC(=O)Nc2ccc3c(c2)C(=O)N(C)[C@@H]2CC[C@@H](CC(=O)O)O[C@@H]2CO3)c1	-2.3
C[C@H]1CCCCO[C@@H](CN(C)C(=O)Nc2ccccc2)[C@@H](C)CN([C@@H](C)CO)C(=O)c2cc(NC(=O)Nc3cccc4ccccc34)ccc2O1	-1.8
CNC[C@H]1OCCCC[C@H](C)Oc2ccc(NC(=O)NC3CCCCC3)cc2C(=O)N([C@H](C)CO)C[C@H]1C	-4.8
C[C@@H]1CCCCO[C@H](CN(C)C(=O)CCCN(C)C)[C@@H](C)CN([C@H](C)CO)C(=O)c2cc(NS(=O)(=O)c3cccs3)ccc2O1	0.3
O=C(C1CC1)N1C[C@@H]2[C@H](c3ccccc31)[C@@H](CO)N2C(=O)c1ccccc1	3.4
Cc1noc(C)c1S(=O)(=O)Nc1ccc2c(c1)C(=O)N([C@@H](C)CO)C[C@H](C)[C@H](CN(C)Cc1ccc3c(c1)OCO3)OCCCC[C@@H](C)O2	-1.6
CCS(=O)(=O)NCC[C@H]1CC[C@H](NC(=O)C2CCCC2)[C@@H](CO)O1	0.6
N#Cc1cccc(-c2ccc3c(c2)[C@H]2[C@H](CCN2S(=O)(=O)c2cccc(F)c2)[C@@H](CO)N3)c1	22.9
C[C@H](O)C#Cc1ccc([C@H]2[C@@H](CO)N3CCCCN(C(=O)c4ccc5c(c4)OCO5)C[C@@H]23)cc1	4.1
C[C@@H]1CN([C@H](C)CO)C(=O)CCCn2cc(nn2)CO[C@@H]1CN(C)C(=O)NC1CCCC1	0.6
C[C@H](CO)N1C[C@H](C)[C@@H](CN(C)S(C)(=O)=O)Oc2ccc(NS(=O)(=O)c3cccs3)cc2C1=O	-0.8
O=C(N[C@H]1CC[C@H](CCNC(=O)c2ccccc2F)O[C@@H]1CO)c1cnccn1	-3.2
CCNC(=O)C[C@H]1CC[C@H]2[C@H](COc3ccc(NC(=O)c4cscn4)cc3C(=O)N2C)O1	-1.6
CC(C)NC(=O)Nc1cccc2c1O[C@H](CN(C)C)[C@H](C)CN([C@H](C)CO)C2=O	-1.9
C/C=C/c1ccc([C@@H]2[C@@H](CO)N(C(C)=O)[C@H]2CN(C)S(C)(=O)=O)cc1	0.2
O=C(C[C@@H]1CC[C@@H]2[C@H](COC[C@@H](O)CN2Cc2ccc(C(F)(F)F)cc2)O1)N1CCc2ccccc2C1	-0.6
C[C@@H]1CN([C@@H](C)CO)C(=O)c2cc(C#CC3CC3)cnc2O[C@@H]1CN(C)S(C)(=O)=O	0.3
CN(C)CC(=O)N[C@@H]1CC[C@H](CC(=O)NCCN2CCCCC2)O[C@@H]1CO	-2.6
C[C@@H]1CN([C@@H](C)CO)C(=O)c2cc(NC(=O)Nc3ccccc3)ccc2O[C@@H](C)CCCCO[C@@H]1CN(C)C(=O)NC1CCCCC1	1.1
COc1ccccc1-c1ccc([C@@H]2[C@@H](C#N)N[C@@H]2CO)cc1	1.3
Cc1cc(C(=O)Nc2ccc3c(c2)C(=O)N(C)[C@H]2CC[C@H](CC(=O)N[C@H](C)c4ccccc4)O[C@H]2CO3)no1	0.1
C[C@@H]1CN([C@H](C)CO)C(=O)c2cccc(NC(=O)C3CCCCC3)c2O[C@@H]1CN(C)CC1CCCCC1	0.5
O=C(C[C@H]1CC[C@H]2NC[C@@H](O)COC[C@@H]2O1)Nc1ccccc1	-2.4
C[C@H](CO)N1C[C@H](C)[C@H](CN(C)CC2CC2)Oc2ccc(NS(C)(=O)=O)cc2CC1=O	-3.0
C[C@H]1CN([C@@H](C)CO)S(=O)(=O)c2ccc(C3=CCCCC3)cc2O[C@H]1CN(C)C(=O)Nc1ccc2c(c1)OCO2	1.7
CNC[C@@H]1Oc2ccc(NC(=O)Cc3cn(C)c4ccccc34)cc2CC(=O)N([C@@H](C)CO)C[C@@H]1C	3.2
CN(C)C(=O)C[C@@H]1CC[C@@H]2[C@H](COC[C@H](O)CN2C(=O)c2ccncc2)O1	1.4
O=C(C[C@H]1CC[C@@H](NS(=O)(=O)c2ccc(F)cc2)[C@@H](CO)O1)NC1CCC1	0.6
COc1ccc(NC(=O)N2CCCCN3[C@H](CO)[C@H](c4ccc(C#CCC(C)C)cc4)[C@@H]3C2)cc1	-2.7

Assay outcomes (PubChem BioAssay)
